Bioassay records (PubChem BioAssay)
Platelet DG rel = platelet dense granule release activity; human platelet-rich plasma, SFLLRN dense granule ATP release, luminescence; inhibition, %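 (compounds screened at 7.5 µM in platelet-rich plasma)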; hit rate 0.22% among 300,000; AID 1663;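 active = mean replicate score, as percent of positive control, at or above 50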
KCNK9 inh = human KCNK9 channel inhibition; Q9NPC2; HEK293 KCNK9, FluxOR thallium flux fluorescence; stronger effect = lower value; B-score at 10 µM; hit rate 1.2% among 310,000;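 active = ratio B-score over 3 SD below the library mean, with starting fluorescence within 5 SD of its mean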;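 note: negative B-score means less thallium flux so channel inhibition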
Target sequence (Q9NPC2 whole entry, looked up): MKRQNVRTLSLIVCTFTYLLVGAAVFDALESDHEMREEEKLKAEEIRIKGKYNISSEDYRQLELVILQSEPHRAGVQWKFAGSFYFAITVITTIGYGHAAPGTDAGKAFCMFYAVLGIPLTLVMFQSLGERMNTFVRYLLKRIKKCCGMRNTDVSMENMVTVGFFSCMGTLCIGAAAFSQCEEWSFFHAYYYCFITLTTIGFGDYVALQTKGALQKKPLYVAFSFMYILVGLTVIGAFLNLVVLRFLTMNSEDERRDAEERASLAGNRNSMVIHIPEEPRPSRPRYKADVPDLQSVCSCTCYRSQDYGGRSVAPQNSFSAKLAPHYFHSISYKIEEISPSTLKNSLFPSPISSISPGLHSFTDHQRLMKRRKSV
KCNQ1 inh = inhibitors of human KCNQ1 potassium channel; P51787; CHO-K1 KCNQ1, FluxOR thallium flux fluorescence; stronger effect = higher value; B-score at 10 µM; hit rate 1.3% among 310,000;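 active = compounds whose thallium flux B-score, printed positive for inhibition, exceeds three library SD while starting fluorescence stays within three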;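 note: channel opened by potassium depolarization with thallium stimulus after 20 min compound exposure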
TRPC4 agonist = TRPC4 (mouse) channel activation; AID 2237; HEK293 TRPC4beta/mu-opioid, Fluo4 calcium fluorescence; stronger effect = higher value; Q9QUQ5; B-score at 10 µM; hit rate 0.49% among 310,000;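 active = B-score above 5 SD of library B-scores, and initial fluorescence ratio not above library mean plus 5 SD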;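 note: positive B-score marks a calcium rise read as TRPC4 activation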
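Incubation: 45 min room-temperature Fluo4 loading, 110 s read / System: HEK293 cells stably co-expressing mouse TRPC4beta and mu-opioid receptor / Signal: Fluo4 fluorescence, kinetic / Control set: buffer (low) and maximal DAMGO (high) / Measure: integrated baseline-normalised fluorescence ratio, converted to per-well B score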
KCNQ1 pot = human KCNQ1 channel potentiation or activation; P51787; CHO-K1 KCNQ1, thallium flux FluxOR fluorescence; stronger effect = higher value; B-score at 10 µM; AID 2648; hit rate 0.35% among 310,000;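 active = fluorescence ratio B-score, a plate-corrected score, at least three library SD, with initial intensity B-score within 5 SD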
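Assay system: CHO-K1 cells stably expressing KCNQ1; Medium: assay buffer with matched DMSO; Also added: K+/Tl+ depolarizing stimulus; Dosing: single dose; Timing: dye 90 min, compound 20 min, room temperature; Measured by: kinetic FluxOR thallium fluorescence, 10-s 1-Hz baseline, 110-s post-stimulus read; Read-out: peak-minus-minimum fluorescence over initial fluorescence, negative-control normalized, B-scored.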
TRPC4 potent = allosterically enhances the mouse TRPC4 cation channel; hit rate 0.42% among 310,000; HEK293 TRPC4beta/mu-opioid, DAMGO EC20, Fluo-4 Ca2+ flux; stronger effect = higher value; AID 2227; B-score at 10 µM; Q9QUQ5;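 active = B-score of calcium response area above 5 SD of library B-scores, with initial fluorescence ratio within 5 SD of library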;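 note: B-score of integrated fluorescence ratio over time as area under calcium response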
PolyA inhibitor = yeast polyadenylation inhibition. S. cerevisiae SKY197-pL101 polyadenylation reporter, beta-gal luminescence; efflux-impaired pdr1/pdr3 knockout yeast; score 100 = 6 SD above DMSO. calls only at 12 µM. hit rate 0.02% among 300,000;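 active = lowest replicate activity score at least 50, where 100 means six control SD above control mean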;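 note: yeast exposed to compound for 9 h at 30 °C; higher score means more reporter readthrough which indicates perturbed polyadenylation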
TRPC4 block = blocks the mouse TRPC4 cation channel; Q9QUQ5; HEK293 TRPC4beta/mu-opioid, DAMGO-evoked Fluo4 calcium flux; stronger effect = lower value; B-score at 10 µM; hit rate 0.39% among 300,000; AID 2247;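 active = B-score over 3 SD under the library average, no early fluorescence shift, positive overall ratio signal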
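Signal: kinetic Fluo4 fluorescence imaging of calcium influx. Material: stable TRPC4beta/mu-opioid receptor HEK293 cells. Probe or stimulus: DAMGO in two steps, submaximal then maximal.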
KCNK3 inh = human KCNK3 channel inhibition, primary screen; O14649; CHO-KCNK3 thallium flux, FluxOR fluorescence; stronger effect = lower value; B-score at 10 µM; hit rate 0.84% among 340,000; AID 602410;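 active = B-score under library mean minus 4 SD, starting fluorescence ratio at most library mean plus 5 SD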;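 note: more negative B-score means stronger inhibition of thallium flux through KCNK3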
Target sequence (O14649 whole entry, looked up): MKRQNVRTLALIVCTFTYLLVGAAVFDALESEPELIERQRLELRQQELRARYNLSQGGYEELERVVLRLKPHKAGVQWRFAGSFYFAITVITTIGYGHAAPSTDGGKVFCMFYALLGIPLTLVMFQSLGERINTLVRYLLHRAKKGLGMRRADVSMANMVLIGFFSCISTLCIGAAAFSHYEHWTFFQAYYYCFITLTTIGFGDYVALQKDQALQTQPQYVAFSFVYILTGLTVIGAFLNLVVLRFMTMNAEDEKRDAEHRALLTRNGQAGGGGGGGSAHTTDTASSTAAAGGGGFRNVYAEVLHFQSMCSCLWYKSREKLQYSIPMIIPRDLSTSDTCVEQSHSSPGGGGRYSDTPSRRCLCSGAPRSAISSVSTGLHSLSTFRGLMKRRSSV
hERG rescue = hERG (human) protection from proarrhythmic block. activation (rescue from dofetilide block), less the hit threshold, % at 10 µM. Q12809. CHO-hERG, FluxOR thallium flux, dofetilide IC70 present. AID 1511. hit rate 0.51% among 310,000;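 active = activation above the mean of controls blocked by dofetilide plus 5 SD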;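 note: thallium influx through hERG after potassium depolarization seen as dye fluorescence rise; in these data hits start at about 4.7%; inactives centre near -7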
DYRK1A inh = inhibitors of rat Dyrk1A kinase; AID 504441; ADP-Glo luminescence, NFATc1 peptide; hit rate 0.43% among 310,000; Q63470; inhibition, % at 12.5 µM; in the data active = inhibition above about 50%;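 note: plate controls were vehicle with enzyme for no effect and no enzyme for full effect; many of its hits are not listed in these tables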
Active calls of the source: *.

How did COc1ccc2nc(N3CCCC(C(=O)NCCCN4C(C)CCCC4C)C3)sc2c1 (stereo not given) do in these assays?
Platelet DG rel: -3; KCNK9 inh: inactive; KCNQ1 inh: inactive; TRPC4 agonist: inactive; KCNQ1 pot: inactive; TRPC4 potent: inactive; PolyA inhibitor: inactive; TRPC4 block: inactive; KCNK3 inh: inactive; hERG rescue: -5; DYRK1A inh: -10

Results for O=c1ccc2cc(S(=O)(=O)N3CCN(c4ccccc4)CC3)ccc2o1 ?
Platelet DG rel: 11; KCNK9 inh: inactive; KCNQ1 inh: inactive; TRPC4 agonist: inactive; KCNQ1 pot: inactive; TRPC4 potent: inactive; PolyA inhibitor: inactive; TRPC4 block: inactive; KCNK3 inh: inactive; hERG rescue: -6; DYRK1A inh: -8

What do the screens show for `O=c1[nH]c(=O)n(-c2cc(Br)c(O)c(Br)c2)cc1Br`?
Platelet DG rel: 0; KCNK9 inh: inactive; KCNQ1 inh: inactive; TRPC4 agonist: inactive; KCNQ1 pot: inactive; TRPC4 potent: inactive; PolyA inhibitor: inactive; TRPC4 block: inactive; KCNK3 inh: inactive; hERG rescue: -5

Results for COC(=O)c1ccc(Nc2nc(C)cc(C)n2)cc1 ?
Platelet DG rel: -3; KCNK9 inh: inactive; KCNQ1 inh: inactive; TRPC4 agonist: inactive; KCNQ1 pot: inactive; TRPC4 potent: inactive; PolyA inhibitor: inactive; TRPC4 block: inactive; KCNK3 inh: inactive; hERG rescue: -3; DYRK1A inh: -4

What do the screens show for `Cc1cccc(-c2nnc3sc(-c4ccccc4C)nn23)c1`?
Platelet DG rel: -10; KCNK9 inh: inactive; KCNQ1 inh: inactive; TRPC4 agonist: inactive; KCNQ1 pot: inactive; TRPC4 potent: inactive; PolyA inhibitor: inactive; TRPC4 block: inactive; KCNK3 inh: inactive; hERG rescue: -17; DYRK1A inh: 8

Results for CCN(CC)C(C(=O)NC1CCCCC1)c1ccc(C)cc1 (stereo not given) ?
Platelet DG rel: -2; KCNK9 inh: inactive; KCNQ1 inh: 7*; TRPC4 agonist: inactive; KCNQ1 pot: inactive; TRPC4 potent: inactive; PolyA inhibitor: inactive; TRPC4 block: inactive; KCNK3 inh: inactive; hERG rescue: -11; DYRK1A inh: -3

How did C/C(=N\OC(=O)c1ccc(F)cc1)c1sc(-c2ccccc2)nc1C do in these assays?
Platelet DG rel: -20; KCNK9 inh: inactive; KCNQ1 inh: inactive; TRPC4 agonist: inactive; KCNQ1 pot: inactive; TRPC4 potent: inactive; PolyA inhibitor: inactive; TRPC4 block: inactive; KCNK3 inh: inactive; hERG rescue: -7; DYRK1A inh: 4

What do the screens show for `COc1ccccc1C(=O)NCC(=O)N/N=C/c1cccc(Cl)c1`?
Platelet DG rel: 6; KCNK9 inh: inactive; KCNQ1 inh: inactive; TRPC4 agonist: inactive; KCNQ1 pot: inactive; TRPC4 potent: inactive; PolyA inhibitor: inactive; TRPC4 block: inactive; KCNK3 inh: inactive; hERG rescue: -13; DYRK1A inh: -2

How did Cc1cc(C(=O)COC(=O)/C=C/c2cccc(F)c2)c(C)n1C do in these assays?
Platelet DG rel: 3; KCNK9 inh: inactive; KCNQ1 inh: inactive; TRPC4 agonist: inactive; KCNQ1 pot: inactive; TRPC4 potent: inactive; PolyA inhibitor: inactive; TRPC4 block: inactive; KCNK3 inh: inactive; hERG rescue: -13

What do the screens show for `CCCCOc1ccc(N(CC(=O)NCCOC)C(=O)CCC(=O)Nc2ccccn2)cc1`?
Platelet DG rel: 4; KCNK9 inh: inactive; KCNQ1 inh: inactive; TRPC4 agonist: inactive; KCNQ1 pot: inactive; TRPC4 potent: inactive; PolyA inhibitor: inactive; TRPC4 block: inactive; KCNK3 inh: inactive; hERG rescue: -14; DYRK1A inh: -1

Results for O=C(Cn1ncc2c3ccccc3n(Cc3ccccc3)c2c1=O)NCCCN1CCCC1=O ?
Platelet DG rel: -9; KCNK9 inh: inactive; KCNQ1 inh: inactive; TRPC4 agonist: inactive; KCNQ1 pot: inactive; TRPC4 potent: inactive; PolyA inhibitor: inactive; TRPC4 block: inactive; KCNK3 inh: inactive; hERG rescue: -9; DYRK1A inh: 4

What do the screens show for `O=C(O)c1cccc(CSc2nnc(-c3ccco3)o2)c1`?
Platelet DG rel: 2; KCNK9 inh: inactive; KCNQ1 inh: inactive; TRPC4 agonist: inactive; KCNQ1 pot: inactive; TRPC4 potent: inactive; PolyA inhibitor: inactive; TRPC4 block: inactive; KCNK3 inh: inactive; hERG rescue: -4; DYRK1A inh: -5

Results for Cc1nnc(NC(=O)c2sc3ccccc3c2Cl)s1 ?
Platelet DG rel: -15; KCNK9 inh: inactive; KCNQ1 inh: inactive; TRPC4 agonist: inactive; KCNQ1 pot: inactive; TRPC4 potent: inactive; PolyA inhibitor: inactive; TRPC4 block: inactive; KCNK3 inh: inactive; hERG rescue: -4; DYRK1A inh: 3

Results for CC(O)[C@H]1CNC(=O)C(=O)N1CCC12CC3CC(CC(C3)C1)C2 (stereo not given in full) ?
Platelet DG rel: -3; KCNK9 inh: inactive; KCNQ1 inh: inactive; TRPC4 agonist: inactive; KCNQ1 pot: inactive; TRPC4 potent: inactive; PolyA inhibitor: inactive; TRPC4 block: inactive; KCNK3 inh: inactive; hERG rescue: -7; DYRK1A inh: 2

What do the screens show for `COc1ccc(NC(=O)C2CCN(C(=O)c3cccs3)CC2)c(OC)c1`?
Platelet DG rel: 3; KCNK9 inh: inactive; KCNQ1 inh: inactive; TRPC4 agonist: inactive; KCNQ1 pot: inactive; TRPC4 potent: inactive; PolyA inhibitor: inactive; TRPC4 block: inactive; KCNK3 inh: inactive; hERG rescue: -8; DYRK1A inh: 0

How did COC(=O)c1cccc(COC(=O)c2ccccc2NC(=O)c2ccco2)c1 do in these assays?
Platelet DG rel: -2; KCNK9 inh: inactive; KCNQ1 inh: inactive; TRPC4 agonist: inactive; KCNQ1 pot: inactive; TRPC4 potent: inactive; PolyA inhibitor: inactive; TRPC4 block: inactive; KCNK3 inh: inactive; hERG rescue: -2; DYRK1A inh: 18

Results for CCOc1ccccc1NC(=O)c1cc(CC(C)C)oc1C ?
Platelet DG rel: -7; KCNK9 inh: -18*; KCNQ1 inh: inactive; TRPC4 agonist: inactive; KCNQ1 pot: inactive; TRPC4 potent: inactive; PolyA inhibitor: inactive; TRPC4 block: inactive; KCNK3 inh: inactive; hERG rescue: -13; DYRK1A inh: 7

How did CCC(Sc1ncnc2c1c(-c1ccccc1)cn2-c1ccc(OC)cc1)C(=O)OC (stereo not given) do in these assays?
Platelet DG rel: -3; KCNK9 inh: inactive; KCNQ1 inh: inactive; TRPC4 agonist: inactive; KCNQ1 pot: inactive; TRPC4 potent: inactive; PolyA inhibitor: inactive; TRPC4 block: inactive; KCNK3 inh: inactive; hERG rescue: -8; DYRK1A inh: 2

How did Cc1ccc(C)n1-c1sc2c(c1C#N)CCCC2 do in these assays?
Platelet DG rel: 9; KCNK9 inh: inactive; KCNQ1 inh: inactive; TRPC4 agonist: inactive; KCNQ1 pot: inactive; TRPC4 potent: inactive; PolyA inhibitor: inactive; TRPC4 block: inactive; KCNK3 inh: inactive; hERG rescue: -10; DYRK1A inh: 1

Results for CC(=O)c1c(C)[nH]c(C(=O)N2CC(C)CC(C)C2)c1C (stereo not given) ?
Platelet DG rel: 3; KCNK9 inh: inactive; KCNQ1 inh: inactive; TRPC4 agonist: inactive; KCNQ1 pot: inactive; TRPC4 potent: inactive; PolyA inhibitor: inactive; TRPC4 block: inactive; KCNK3 inh: inactive; hERG rescue: -5; DYRK1A inh: -6

Results for CCCCCCc1c(C)[nH]c2nc3ccccc3n2c1=O ?
Platelet DG rel: -8; KCNK9 inh: inactive; KCNQ1 inh: inactive; TRPC4 agonist: inactive; KCNQ1 pot: inactive; TRPC4 potent: inactive; PolyA inhibitor: inactive; TRPC4 block: inactive; KCNK3 inh: inactive; hERG rescue: -8; DYRK1A inh: -3

How did CNC(=S)NCCc1cc2c(OC)ccc(OC)c2[nH]c1=O do in these assays?
Platelet DG rel: 5; KCNK9 inh: inactive; KCNQ1 inh: inactive; TRPC4 agonist: inactive; KCNQ1 pot: inactive; TRPC4 potent: inactive; PolyA inhibitor: inactive; TRPC4 block: inactive; KCNK3 inh: inactive; hERG rescue: -3; DYRK1A inh: -4

Results for CC(Oc1ccc2c(-c3ccccc3)cc(=O)oc2c1)C(=O)NCC(O)c1ccccc1 (stereo not given) ?
Platelet DG rel: 1; KCNK9 inh: inactive; KCNQ1 inh: inactive; TRPC4 agonist: inactive; KCNQ1 pot: inactive; TRPC4 potent: inactive; PolyA inhibitor: inactive; TRPC4 block: inactive; KCNK3 inh: inactive; hERG rescue: -11; DYRK1A inh: 2

What do the screens show for `O=C(C/C=N/OCc1ccccc1F)c1cnc(-c2ccc(Cl)cc2)s1`?
Platelet DG rel: -3; KCNK9 inh: inactive; KCNQ1 inh: inactive; TRPC4 agonist: inactive; KCNQ1 pot: inactive; TRPC4 potent: inactive; PolyA inhibitor: inactive; TRPC4 block: inactive; KCNK3 inh: inactive; hERG rescue: -8; DYRK1A inh: 1

How did O=c1[nH]c2ccc(Cl)cc2c(-c2ccccc2)c1N1CCN(CCO)CC1 do in these assays?
Platelet DG rel: 11; KCNK9 inh: inactive; KCNQ1 inh: inactive; TRPC4 agonist: inactive; KCNQ1 pot: inactive; TRPC4 potent: inactive; PolyA inhibitor: inactive; TRPC4 block: inactive; KCNK3 inh: inactive; hERG rescue: -15; DYRK1A inh: -10

What do the screens show for `Nc1c(Cl)cc(C2=NCCn3c2c2ccccc2[n+]3[O-])cc1Cl`?
Platelet DG rel: 5; KCNK9 inh: inactive; KCNQ1 inh: inactive; TRPC4 agonist: inactive; KCNQ1 pot: inactive; TRPC4 potent: inactive; PolyA inhibitor: inactive; TRPC4 block: inactive; KCNK3 inh: inactive; hERG rescue: -2; DYRK1A inh: 7

Some of the compounds tested; count on the stated rates, not on these rows.
